mcGAS RapidFire = mouse cGAS inhibition by mass spec | Q8C6L5 | AID 1259397 | 130,000 tested, 0.18% active | inhibition, % at 12.5 µM | recombinant mouse cGAS, cGAMP by RapidFire MS;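 active means inhibition of cGAS enzyme activity at or above 60%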;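 further: enzyme stimulated by 45 bp dsDNA with ATP and GTP substrates; cGAMP share of summed cGAMP plus half ATP and half GTP signals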
Target sequence (Q8C6L5 whole entry, looked up): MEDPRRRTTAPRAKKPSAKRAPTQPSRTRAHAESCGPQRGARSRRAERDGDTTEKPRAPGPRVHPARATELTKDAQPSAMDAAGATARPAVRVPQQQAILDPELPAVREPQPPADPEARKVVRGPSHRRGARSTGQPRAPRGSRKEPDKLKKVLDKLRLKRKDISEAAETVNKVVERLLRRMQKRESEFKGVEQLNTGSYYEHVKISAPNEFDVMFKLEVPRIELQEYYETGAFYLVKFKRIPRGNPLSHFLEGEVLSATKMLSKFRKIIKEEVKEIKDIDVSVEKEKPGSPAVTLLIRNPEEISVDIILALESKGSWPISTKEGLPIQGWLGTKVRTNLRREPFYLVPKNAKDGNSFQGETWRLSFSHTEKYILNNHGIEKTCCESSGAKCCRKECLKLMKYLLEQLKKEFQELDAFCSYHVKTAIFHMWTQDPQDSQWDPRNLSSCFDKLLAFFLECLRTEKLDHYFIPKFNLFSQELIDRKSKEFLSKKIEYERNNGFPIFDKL
* marks the source's active call; other numbers are inactive results. The list is partial, so the mix of outcomes need not match the whole.

SMILES	mcGAS RapidFire
O=C1O/C(=C/Oc2cc(Cl)c(Cl)cc2Cl)c2ccccc21	-13
O=C(CSc1nc2[nH]ncc2c(=O)[nH]1)Nc1ccccc1	-3
Nc1ccc(-c2nccc(CCC(F)(F)F)n2)cn1	-17
Cc1cccc(CN2C[C@@H](C(=O)O)C[C@@H](C(=O)N3CCN(C)CC3)C2)n1	0
Cc1ccccc1C(C)NC(=O)NC(C)c1ccccn1 (centres undefined)	-5
Nc1c(Cl)cc(Nc2ncccc2[N+](=O)[O-])cc1Cl	-14
C/C(=C/C(=O)OC(C)C(=O)N1CCNC1=O)C12CC3CC(CC(C3)C1)C2 (centres undefined)	-3
CC(C)Cc1noc(CN(C)CC(O)COCc2ccccc2)n1 (centres undefined)	-10
COC(=O)c1ccc(-c2ccc(CNCC(O)c3ccccc3)o2)cc1 (centres undefined)	-8
O=C(O)Cc1sc(-c2cccs2)nc1-c1ccc(Cl)cc1	9
CCc1cccc(C)c1NC(=O)NCCS(=O)(=O)Nc1ccccn1	0
CC(NC(=O)c1cccc(OC2CCN(S(C)(=O)=O)CC2)c1)c1cccs1 (centres undefined)	3
COCn1c2ccc(Cl)cc2c2cc(Cl)ccc21	-2
CCS(=O)(=O)Nc1ccc(C(=O)N2CCC(COC)C2)cc1 (centres undefined)	-20
Cc1cc(=O)[nH]c(-n2nc(C)c(CCC(=O)N3CCCC3)c2C)n1	1
COCC(=O)N(C)CCCCCc1cc(-c2ccccc2)n[nH]1	-4
O=c1c2ccsc2ncn1Cc1ncc(-c2ccc(F)cc2)o1	1
O=c1sc2ccccc2n1Cc1nnc(SCc2cccnc2)n1CCc1ccccc1	1
Cc1cc(O)c(C(c2ccccc2)N2CCN(C)CC2)c(=O)n1Cc1cccnc1 (centres undefined)	-2
Cn1c(=O)oc2ccc(C(=O)N3CCC4(CCCNC4)C3)cc21 (centres undefined)	-26
CC(C)(C)CC(=O)Nc1cc(Cl)ccc1Oc1ccccc1	-7
O=C(NC1(C(F)(F)F)NC(=O)N(c2ccccc2F)C1=O)C1CCCCC1 (centres undefined)	-2
COc1ccccc1CNC(=O)CN(C)C(C)c1nccs1 (centres undefined)	-7
CCCCn1c(SC2CCN(C3CC3)C2=O)nc(C)c1C (centres undefined)	-1
CCN(C(=O)CN(c1ccncc1)S(=O)(=O)c1ccccc1)C1=CCCC1	5
C=CCn1c(N2CCCC(C)C2)nc2c1c(=O)[nH]c(=O)n2C (centres undefined)	-3
Oc1oc(-c2cccc3ccccc23)nc1C=Nc1ccc2ccccc2c1	-11
Cc1ccc(S(=O)(=O)NC(=O)Nc2nc3ccc([N+](=O)[O-])cc3s2)cc1	-3
CCC1CN(CC(O)CN2CCC(C)CC2)CCN1CCOC (centres undefined)	-12
CCC1CC(C)CN1C(=O)CC1(CS(C)(=O)=O)CC1 (centres undefined)	-1
O=C(Cn1c(=O)cnc2ccccc21)Nc1cc2c(cc1Cl)OCO2	5
C[C@@H]1CN(C2(C(=O)N(C)Cc3cccnc3)Cc3ccccc3C2)C[C@H](C)O1	7
Cn1c(N)c(C(=O)Cn2cc[n+](C)c2)c(=O)n(C)c1=O	-4
Cc1ccc(C)c(NC(=O)c2cccc(CN3C(=O)CSC3=O)c2)c1	-5
CCCCSc1nc2c(c(=O)[nH]1)C(c1cccs1)C(C(=O)OCC)C(C)=N2 (centres undefined)	-3
COc1ccc(Br)cc1CS(=O)(=O)c1nccn1C	-5
CC(NC(=O)c1ccc2c(c1)OCCCO2)c1ccc(Cl)s1 (centres undefined)	-4
COC1CCCC(C(=O)NCC(=O)N2CCC3(CC2)Nc2ccccc2S(=O)(=O)N3)C1 (centres undefined)	1
NC(=O)c1cccc(CC2CCN(C(=O)Cn3nc4ccccc4n3)C2)c1 (centres undefined)	-16
Cc1cc(=O)[nH]c(-n2nc(C)c(CCC(=O)NCc3cccs3)c2C)n1	2
CCCC(=O)C1=C(c2ccc(Cl)cc2)N(C(=O)CCC)n2c(C)nnc2S1	-3
CN(C(=O)c1cnn(-c2cccc(Cl)c2)c1C(F)(F)F)C1CCS(=O)(=O)C1 (centres undefined)	-7
CCCCS(=O)(=O)NNC(=O)C1C2CCCCC21 (centres undefined)	8
CC(Cc1ccc2c(c1)OCO2)CN1CCn2c(nnc2C(=O)NC(C)C)C1 (centres undefined)	-2
CC(C)c1cc(C2CCN(C(=O)CN3CCOC3=O)CC2)[nH]n1	-25
CCc1c(C)nc2c(-c3ccc(Cl)cc3)c[nH]n2c1=O	-7
CN(CC1COc2ccccc2O1)c1ccc(S(N)(=O)=O)cn1 (centres undefined)	8
O=C(NCc1cccnc1-n1cnc2ccccc21)c1ccsc1	-4
CC1CC(NC(=O)c2cccc(C(=O)N3CCCC3)n2)CCN1Cc1ccccc1 (centres undefined)	-5
CS(=O)c1ccc(NS(=O)(=O)c2ccc3c(c2)CCCC3)cc1 (centres undefined)	-16
More structures.
SMILES	mcGAS RapidFire
Cc1ccc(C=NNC(=S)NC2CCCCC2)o1	-21
Fc1cc(CNCC2CCCn3ccnc32)ccc1N1CCOCC1 (centres undefined)	-8
CC(C)CN(CC(C)C)C(=O)COC(=O)c1cc2c(s1)-c1ccccc1OC2	-3
CN1CCOc2cc(S(=O)(=O)N3C[C@H](N(C)C)C[C@H]3CO)ccc21	-8
CC1=C(C(=O)OC(C)C)C(c2ccncc2)n2c(nc3ccccc32)N1 (centres undefined)	-15
Cc1ccsc1[C@@H]1CCN(Cc2ncc[nH]2)C[C@H]1O	-26
NC(=O)C12CCCC(Br)(CCC1)C2	-11
COc1ccc(-c2c(C)nn(-c3ccccc3)c2C)c(C(=O)N2CCN(c3ccccn3)CC2)c1	4
Cc1cc(C)n(-c2nc3cc(Cl)c(Cl)cc3n3cnnc23)n1	-5
CCCn1c(SC2c3ccccc3-c3ccccc32)n[nH]c1=O	-7
Cc1nc(CC(C)C)sc1C(=O)N1CCC(C2(C)OCCO2)CC1	-10
CCOC(=O)CNC(=O)N1CCc2ccc(NC(=O)c3ccccc3OC)cc2C1	-13
C=CCSc1nc2sc3c(c2c(=O)[nH]1)CCCC3	-4
Cc1nnc(Sc2nc3ccccc3s2)c2ccccc12	2
CC1C(=O)N(c2cccc(Br)c2)CCN1C(=O)c1cccs1 (centres undefined)	-12
COC(=O)CCCOc1ccc(Cl)cc1Cl	-1
CCNC(=O)N1CC(C(=O)N2CCSCC2)CC(c2cccc(C)c2)C1 (centres undefined)	-11
O=C(NCc1cccs1)C1=CC=CN2CCS(=O)(=O)N=C12	1
CCCc1nc(CN(CC)C(=O)c2cc(-c3ccccc3)nn2C)no1	-5
COc1cccc(CC2(C(=O)O)CCN(c3nccc4occc34)CC2)c1	-1
CC(C)CC(NC(=O)CN1CCN(c2ccccn2)CC1)c1ccccc1 (centres undefined)	-3
CC(C)(Oc1ccc(Cl)cc1)C(=O)NCc1cnn(-c2ccccc2)c1	3
COc1ccccc1/C=C/C=C1\N=C(c2cccc(Br)c2)OC1=O	-13
Cc1cc(C(=O)CSc2nnc(NC3CC3)s2)c(C)s1	-7
CC(C)CC1N=C2c3ccccc3N=C(SCc3cc(=O)n4cc(Br)ccc4n3)N2C1=O (centres undefined)	-2
Cc1ccc(Oc2ccc(NCc3ccco3)cn2)c(C)c1	-5
OCCCc1cn(C2CCN(Cc3cccc(Cl)c3F)CC2)nn1	6
COc1ccc(OCc2nnc(SCCOc3ccc(F)cc3)n2C)cc1	-8
N#Cc1ccc(/C=C2/SC(=S)N(CC(=O)O)C2=O)cc1	-2
Cc1noc(C(C)NC(=O)Cc2cc(Cl)c3c(c2)OCCCO3)n1 (centres undefined)	-3
CSc1ccc(C(=O)CC(C)(C)C(=O)N2CCC(O)(c3ccc(Cl)cc3)CC2)cc1	-4
COCCn1c(C)cc(O)c(C(c2ccccc2)N2CCN(c3ccccc3F)CC2)c1=O (centres undefined)	0
N#CC(=Cc1ccncc1)c1nnc2n1CCCCC2	-1
O=C(NCc1cccc(C(F)(F)F)c1)c1ccc(CN2CC=C(c3ccc(F)cc3)CC2)[nH]c1=O	-8
CCOC(=O)C(C)(C)Sc1nc2c(c(=O)n1-c1ccc(C)cc1)SCC2	-4
O=C(CCc1nnc(CCCCc2ccccc2)o1)NCc1cc(F)ccc1F	12
O=C(NCc1ccccc1)C1CCN(S(=O)(=O)c2ccc3c(c2)OCCO3)CC1	14
O=P(C=C(O)c1ccc(Cl)cc1)(CO)CO	-1
O=C(NCc1ccccc1Cn1cncn1)c1ccc(Cl)cc1	-7
COc1cc(N2CC(CNC(=O)c3ccccc3)OC2=O)cc(OC)c1OC (centres undefined)	-14
COC(=O)c1ccc(S(=O)(=O)N(C)CC(=O)NC(C)(C)C)cc1	-8
CN(C1CCS(=O)(=O)C1)S(=O)(=O)c1ccc(N2CCCC2=O)cc1 (centres undefined)	-31
Cc1ccc(Nc2nc(N(C)C)nc3nccnc23)cc1	30
CC(=O)c1cc(F)ccc1OCC(=O)N1CCNC1=O	-19
COCCOCC(=O)Nc1nc(-c2cc(C)c(C)cc2C)c(C)s1	-6
CCCOC(=O)c1ccc(OCC(=O)c2ccc(O)cc2O)cc1	0
Cn1ncc2c(Nc3cccc([N+](=O)[O-])c3)ncnc21	-8
Cc1nnc(SCC(=O)Nc2cc(C(C)(C)C)no2)s1	-10
O=c1[nH]cnc2sc3c(c12)CCC3	-16
CSc1cccc(CN(C)Cc2c(CO)cnc(C)c2O)c1	-24
Further results follow.
SMILES	mcGAS RapidFire
CCn1nc(C)c(CNC(=O)c2ccc(OC3CCN(C(=O)COC)CC3)cc2)c1C	-7
N#Cc1c(N)n[nH]c1CCCNC1CC2CC1C1CCCC21 (centres undefined)	-5
Oc1c(I)cc(I)c2cccnc12	-3
CCN(C)S(=O)(=O)Nc1c(C)noc1C	10
COC(=O)c1ccc(CN2C(=O)C(Cc3ccccc3)ON=C2C)o1 (centres undefined)	-1
COc1ccc(C(C)NC(=O)c2ccco2)cc1F (centres undefined)	-7
Cc1nc(CCCC(=O)Nc2ccc3n[nH]nc3c2)cs1	-8
O=C(O)C1(CC2CCCCO2)CCN(c2ccc3cccc(Cl)c3n2)CC1 (centres undefined)	2
O=C(CCNC(=O)c1ccsc1)Nc1ccc(N2CCCC2)nc1	2
CCCS(=O)(=O)N1CCN(c2ncnc3c2nnn3CC)CC1	-2
c1ccc(CSc2nc3ccccc3[nH]2)cc1	-1
O=C(O)c1cc2n(n1)CCN(Cc1cccc(F)c1)C2=O	-1
Cc1ccc(Cc2ccccc2C(=O)N2CCc3c(nc(C)[nH]c3=O)C2)cc1	-10
O=S(=O)(c1ccccc1)C1(c2ccccc2)OCCO1	-3
CCCCC(=O)N(CCCC)c1c(N)n(CCC)c(=O)[nH]c1=O	-6
CC(N=Cc1ccccc1O)C12CC3CC(CC(O)(C3)C1)C2 (centres undefined)	-13
COc1ccc(C(=O)Nc2c(C)c(C)c3c(c2C)NC(=O)CO3)c(OC)c1OC	-11
O=C(c1sccc1S(=O)(=O)N1CCCC1)N1CCOC(C(F)(F)F)C1 (centres undefined)	-7
O=S(=O)(c1ccc(F)cc1)N1CCC2(CC1)OCCO2	1
CCc1nnc(NC(=O)[C@H](C)NS(=O)(=O)c2c(C)noc2C)s1	9

A run of entries of the results above:
SMILES	mcGAS RapidFire
O=C(NCc1cccs1)C1=CC=CN2CCS(=O)(=O)N=C12	1
CCCc1nc(CN(CC)C(=O)c2cc(-c3ccccc3)nn2C)no1	-5
COc1cccc(CC2(C(=O)O)CCN(c3nccc4occc34)CC2)c1	-1
CC(C)CC(NC(=O)CN1CCN(c2ccccn2)CC1)c1ccccc1 (centres undefined)	-3
CC(C)(Oc1ccc(Cl)cc1)C(=O)NCc1cnn(-c2ccccc2)c1	3
COc1ccccc1/C=C/C=C1\N=C(c2cccc(Br)c2)OC1=O	-13
Cc1cc(C(=O)CSc2nnc(NC3CC3)s2)c(C)s1	-7
CC(C)CC1N=C2c3ccccc3N=C(SCc3cc(=O)n4cc(Br)ccc4n3)N2C1=O (centres undefined)	-2
Cc1ccc(Oc2ccc(NCc3ccco3)cn2)c(C)c1	-5
OCCCc1cn(C2CCN(Cc3cccc(Cl)c3F)CC2)nn1	6
COc1ccc(OCc2nnc(SCCOc3ccc(F)cc3)n2C)cc1	-8
N#Cc1ccc(/C=C2/SC(=S)N(CC(=O)O)C2=O)cc1	-2
Cc1noc(C(C)NC(=O)Cc2cc(Cl)c3c(c2)OCCCO3)n1 (centres undefined)	-3
CSc1ccc(C(=O)CC(C)(C)C(=O)N2CCC(O)(c3ccc(Cl)cc3)CC2)cc1	-4
COCCn1c(C)cc(O)c(C(c2ccccc2)N2CCN(c3ccccc3F)CC2)c1=O (centres undefined)	0
N#CC(=Cc1ccncc1)c1nnc2n1CCCCC2	-1
O=C(NCc1cccc(C(F)(F)F)c1)c1ccc(CN2CC=C(c3ccc(F)cc3)CC2)[nH]c1=O	-8
CCOC(=O)C(C)(C)Sc1nc2c(c(=O)n1-c1ccc(C)cc1)SCC2	-4

(list continues)
SMILES	mcGAS RapidFire
CC(=O)N[C@H]1CCN(C(=O)c2cc3occc3n2CC2CC2)C1	-1
CCCNC(=O)CC1CSc2nc(C)cc(=O)n21 (centres undefined)	-4
O=C(Cn1ccc(C(F)(F)F)n1)Nc1nc(-c2ccco2)c(-c2ccco2)s1	-1
Cc1ccc(S(=O)(=O)NC(C(=O)N=c2sccn2C)C(C)C)cc1 (centres undefined)	-4
O=c1[nH]c(C2CC2)nc2ccc(-c3cccc(C(F)(F)F)c3)cc12	-16
CNC(=O)C1Cc2ccccc2N1S(=O)(=O)c1ccc(OC)c(C)c1 (centres undefined)	-6
Cc1cccc(C2=NN3C(=N)/C(=C\c4ccc([N+](=O)[O-])o4)C(=O)N=C3S2)c1	-1
CCN(CC)S(=O)(=O)NCc1ccc(OC(F)F)cc1	-5
CCc1nn2c(nnc3c(=O)n(CC)ccc32)c1-c1ccc(Cl)cc1	-4
CCOC(=O)c1ccc(N2C(=N)S/C(=C\c3ccccc3OC(C)C)C2=O)cc1	-4
COc1ncc(-c2ccc(NC(C)=O)cc2)c(OC)n1	-17
Cc1cc(Br)c2c(c1)C(=O)C(=O)N2	3
CN(CC(=O)NC(C)(C)C)Cc1c(O)ccc2cc(Br)ccc12	0
CC(=O)Nc1ccc(CNC(=O)CCC(=O)c2cc(C)sc2C)cc1	0
CCN(CC)CCNc1nc2c(F)cccc2s1	-29
O=C(Nc1ccccc1C(=O)NCC1CCCO1)c1ccc([N+](=O)[O-])cc1 (centres undefined)	-9

High-throughput results: PubChem, Fisher Drug Discovery Resource Center
